Screening data deposited in PubChem BioAssay by several laboratories.
GSK3 alpha inh – blockers of GSK3A enzyme activity – biochemical, luminescence, cell-free homogeneous, HTS, primary screen | Glycogen synthase kinase-3 alpha (Homo sapiens), P49840 | GSK-3 alpha kinase, ADP-Glo luminescence, 60 min | inhibition, % at 10 µM | 320,000 compounds, 0.1% hits | AID 2650, 2010;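 in the data active = inhibition above about 50%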;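 also: GST-tagged GSK-3 alpha with peptide substrate and 25 µM ATP; 0% = DMSO neutral wells and 100% = GW8510 positive control wells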
Target sequence (P49840 whole entry, looked up): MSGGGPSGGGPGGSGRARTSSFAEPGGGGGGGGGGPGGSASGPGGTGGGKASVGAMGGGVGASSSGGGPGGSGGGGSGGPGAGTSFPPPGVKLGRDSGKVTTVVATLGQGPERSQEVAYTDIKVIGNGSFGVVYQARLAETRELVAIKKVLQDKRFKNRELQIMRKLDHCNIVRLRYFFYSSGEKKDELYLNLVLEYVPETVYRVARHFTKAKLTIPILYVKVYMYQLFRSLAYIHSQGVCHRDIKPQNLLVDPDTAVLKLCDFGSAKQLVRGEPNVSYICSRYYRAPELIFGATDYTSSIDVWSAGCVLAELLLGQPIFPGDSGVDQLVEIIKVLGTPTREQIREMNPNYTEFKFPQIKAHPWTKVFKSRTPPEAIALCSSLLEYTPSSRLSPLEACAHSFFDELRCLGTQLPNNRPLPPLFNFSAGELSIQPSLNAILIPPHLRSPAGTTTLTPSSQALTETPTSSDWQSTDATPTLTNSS
HSF1 inhib – HSF1 inhibitors in luciferase reporter cells, primary screen, cell-based, NIH3T3, luminescence; AID 2098, 2009; 300,000 compounds, 0.77% hits; activity change, negative = inhibition, % at 7.5 µM (by protocol); NIH3T3-HGL HSE-luciferase, MG132-induced, luminescence 8 h; active compounds read low;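 active = more than half of replicate wells show activity change below -50%, luminescence cut by over half; inconclusive = some wells, but at most half, below -50%; inactive = no replicate well below -50%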;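 also: luciferase reports HSF-1 transcriptional activity via heat shock element; 0% = median of DMSO wells and -100% = zero luminescence signal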
PolyA inhibitor – polyadenylation inhibitors in yeast reporter cells, primary screen, luminescence, S. cerevisiae; calls only at 12 µM; S. cerevisiae SKY197-pL101 polyadenylation reporter, beta-gal luminescence; efflux-impaired pdr1/pdr3 knockout yeast; score 100 = 6 SD above DMSO; AID 1875, 2009; 300,000 compounds, 0.02% hits;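 active = lowest replicate activity score at least 50, where 100 means six control SD above control mean; inconclusive = lowest score under 50 but half or more replicates reach 50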;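 also: yeast exposed to compound for 9 h at 30 °C; higher score means more reporter readthrough which indicates perturbed polyadenylation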
AI-2 QS mod – Vibrio harveyi AI-2 quorum sensing modulators, primary screen, JMH597 strain, luminescence/OD600 ratio | activity change, % at 7.5 µM | Vibrio harveyi JMH597 AI-2 luminescence/OD600 ratio, 9 h; active compounds read low; strain lacks LuxN and CqsS sensors; 0 = neutral-control median | 300,000 compounds, 0.4% hits; in the data active = activity change below about -75%, passing the limit was not always enough; inconclusive = no clear call, values can overlap the other calls;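 also: luminescence divided by OD600 gain over 9 h not by final OD600 alone; inactives centre near 13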
KLF5 inhibitor – KLF5 expression inhibitors, primary screen, DLD-1 cells, luminescence. DLD-1 KLF5 promoter-luciferase reporter. inhibition, % at 5 µM. 290,000 compounds, 0.23% hits;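 active = inhibition above a per-plate limit of that plate's mean compound inhibition plus 3 SD, cut at about 60% in these data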;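 also: 0% = DMSO wells and 100% = LY294002 at 200 µM; higher means less KLF5 promoter-driven luciferase light; inactives centre near -14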
IEC-6 tox – cytotoxicity in IEC-6 intestinal epithelial cells, primary screen, cytotoxicity control for KLF5 inhibitor project, cell-based, luminescence. IEC-6 cytotoxicity, luminescence viability. inhibition, % at 5 µM. 290,000 compounds, 0.78% hits. AID 1825, 2009; in the data active = inhibition above about 22%;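 also: 0% = plate median of test compound wells and 100% = cytotoxic reference compound wells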
HSF1 activator – HSF-1 activators, primary screen, NIH3T3-HGL cells, MG132 stress, luminescence, single point; NIH3T3-HGL HSF-1 luciferase reporter, 8 h; 100% = twice DMSO control signal; activation, % at 9 µM; 300,000 compounds, 1.7% hits;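 active = mean replicate activation of at least 50% with a set share of replicates each reaching 50%; inconclusive = only one of those two conditions met; inactive = mean below 50% and too few replicates reaching it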;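 also: 0% = median of the neutral control wells and 100% = twice that signal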
aSyn UTR inh – MLPCN primary screen, SNCA 5' untranslated region. alpha-synuclein 5'UTR reporter, inhibitor activity. AID 1813, 2009. inhibition, % (tested at 7.5 µM). 300,000 compounds, 0.82% hits; in the data active = inhibition above about 60%; inconclusive = no clear call, values can overlap the other calls;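 also: H4 neuroglioblastoma cells stably carrying SNCA 5'UTR luciferase fusion; 0% = DMSO wells and 100% = positive control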
HSP90 inh – HSP90 inhibitors, primary screen, cell lysate, luminescence; AID 1789, 2009; Rabbit reticulocyte lysate, luciferase refolding luminescence, 3 h; inhibition, % at 5.6 µM; Heat shock protein HSP 90 (rabbit reticulocyte lysate; luciferase refolding); 290,000 compounds, 0.91% hits;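 active = inhibition above the screen-wide mean plus 3 SD, computed separately per campaign, cut at about 16% in these data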;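 also: 0% = DMSO wells and 100% = 60 µM geldanamycin wells; inhibitors lower the luminescence because luciferase stays unfolded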
GSK3beta inhib – human GSK3beta kinase inhibitors, primary screen, biochemical, cell-free homogeneous, HTS; Glycogen synthase kinase-3 beta (Homo sapiens), P49841; GST-GSK3beta kinase, ADP-Glo luminescence, 60 min; active compounds read low; activity score (negative = inhibition), % at 10 µM; 300,000 compounds, 0.038% hits; AID 2097, 2009;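 active = more than half of replicate wells score below -50%, meaning over 50% inhibition versus plate controls; inconclusive = some replicates but at most half score below -50%; inactive = no replicate scores below -50%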;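 also: 0% = median DMSO wells and -100% = median GW8510 positive control wells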
Target sequence (P49841 whole entry, looked up): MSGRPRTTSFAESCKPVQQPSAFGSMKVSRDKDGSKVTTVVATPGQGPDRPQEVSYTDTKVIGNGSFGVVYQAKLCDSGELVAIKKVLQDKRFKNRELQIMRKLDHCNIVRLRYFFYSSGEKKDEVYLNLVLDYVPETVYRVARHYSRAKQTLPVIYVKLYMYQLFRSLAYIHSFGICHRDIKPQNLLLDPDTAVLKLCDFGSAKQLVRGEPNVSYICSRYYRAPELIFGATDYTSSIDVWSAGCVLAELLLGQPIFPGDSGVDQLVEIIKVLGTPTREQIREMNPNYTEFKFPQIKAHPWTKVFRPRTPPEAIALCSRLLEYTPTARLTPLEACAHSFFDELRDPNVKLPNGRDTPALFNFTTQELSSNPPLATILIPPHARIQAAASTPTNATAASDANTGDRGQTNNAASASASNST
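test system = GST-tagged human GSK3beta kinase, cell-free | reagent = 25 µM ATP with peptide substrate | dosing = one dose of 10 µM per compound | schedule = 60 min reaction, RT | detection = luminescent ADP-Glo measurement of ADP formed | control set = DMSO neutral wells and GW8510 at 20 µM as positive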
The depositor's hits bear a star; i = inactive; ? = inconclusive; . = not tested or not shown. Only part of the results is shown; rates above refer to the full screens.

SMILES	GSK3 alpha inh	HSF1 inhib	PolyA inhibitor	AI-2 QS mod	KLF5 inhibitor	IEC-6 tox	HSF1 activator	aSyn UTR inh	HSP90 inh	GSK3beta inhib
CC(CNS(=O)(=O)c1ccc(Cl)cc1)n1cncn1 (stereo unspecified)	-3	-5	i	19	-27	-8	-5	9	-5	-1
CC(C)(C)c1ccc(C(=O)NNc2cc(N3CCOCC3)nc(N3CCOCC3)n2)cc1	1	-16	i	8	2	7	-18	18	-2	5
CCOC(=O)N1CCc2c(sc(NC(=O)C3COc4ccccc4O3)c2C(N)=O)C1 (stereo unspecified)	1	32	i	20	-46	2	44	-109	-1	-4
O=C(C1=C[C@@H](C2CC2)C[C@@H](OCCCCO)O1)N1CCN(Cc2ccc3c(c2)OCO3)CC1	-2	5	i	16	7	3	-14	10	9	-2
N=C1C(c2nc3ccccc3[nH]2)=C(O)CN1c1ccc(F)cc1	.	5	i	-7	-57	4	25	-65	-1	1
O=C(/C=C/c1ccc(-c2ccccc2)o1)c1ccccc1	-2	42	i	13	11	4	72*	-66	8	-6
Cn1cnnc1SCC(=O)Nc1ccc(F)cc1	-1	-9	i	-3	-22	1	0	-5	6	1
CC1CC(Nc2ccccc2)=NC1(C)C (stereo unspecified)	-2	-13	i	14	-23	-6	1	-49	-6	-2
C=CCOc1cccc(C2C(C(=O)c3ccc(C)o3)=C(O)C(=O)N2c2nccs2)c1 (stereo unspecified)	3	10	i	12	-15	1	44	24	3	1
O=C(O)CCC(=O)N1N=C(c2ccc(Br)cc2)CC1c1ccc(Br)cc1 (stereo unspecified)	-4	-15	i	13	-18	-1	0	12	3	-4
Cc1ccc(F)cc1NC(=O)C1CCN(c2cnccn2)CC1	-2	.	.	12	1	2	.	-2	2	0
COc1ccc(N2CCN(C(CNC(=O)C(=O)NCCCO)c3ccco3)CC2)cc1 (stereo unspecified)	-2	-1	i	22	-11	3	-13	5	-9	-1
S=C(NCCc1ccccc1)Nc1cccc2cnccc12	-2	12	i	27	4	11	33	-29	2	0
NC(=O)C1CCN(C(=O)COc2ccc3ccccc3c2Br)CC1	0	8	i	43	-22	-1	44	-27	-1	4
Cc1sc2nc(CSC(C)C(=O)N(C)CC(=O)Nc3ccccc3C(F)(F)F)[nH]c(=O)c2c1C (stereo unspecified)	1	-5	i	38	.	.	-10	30	.	-4
Cc1ccc(NC(=O)COC(=O)c2ccco2)cc1	-2	6	i	3	-7	-1	9	9	-2	0
O=C(NCc1ccc(Cl)cc1)C1CCC(=O)N(C2CCCCCC2)C1 (stereo unspecified)	-1	0	i	17	-25	-7	-12	-9	-3	4
COC(=O)c1ccc(/C=N/NC(=O)CC(=O)NC2CCCCC2)cc1	-3	-3	i	20	-7	-2	13	-5	1	3
Cc1ccc(C(=O)Nc2cccc(C(=O)N3CCN(C)CC3)c2)cc1	-1	-20	i	5	-88	-2	-10	-98	-6	-3
O=C(COc1ccc(S(=O)(=O)N2CCOCC2)cc1)NCc1ccccc1	-1	-3	i	32	-13	1	7	-11	0	-1
Cc1ccc(C(=O)NC(=S)Nc2ccc(N3CCOCC3)cc2)cc1	0	-20	i	14	-37	3	-15	-43	4	-2
COc1cccc(C(=O)Nc2c[nH]c(=O)[nH]c2=O)c1	-2	-2	i	-3	-15	-4	0	-15	-3	-2
COc1ccc2nc(C)cc(Nc3ccc(C(=O)O)cc3)c2c1	0	-5	i	12	-25	-4	0	-15	-1	-3
Nc1ccc(C(=O)OC2CCOC2=O)cc1[N+](=O)[O-] (stereo unspecified)	1	4	i	1	-27	1	11	15	1	4
Cc1nc(-c2ccccc2OC(F)(F)F)[nH]c(=O)c1Cl	0	-9	i	6	-2	2	-9	13	4	-1
O=C(COC(=O)Cc1ccc(Cl)cc1)Nc1ccccc1F	0	0	i	15	7	1	-1	2	0	2
COc1cccc(N2C(=O)C3CCCN3C2=S)c1 (stereo unspecified)	-2	-4	i	46	-1	-4	-4	-22	0	1
CCCc1cc(=O)oc2cc(OC(C)C(=O)NCC3CCC(C(=O)O)CC3)c(Cl)cc12 (stereo unspecified)	0	3	i	24	-26	1	-6	11	0	0
S=c1nc(NCc2ccc3c(c2)OCO3)c2ccccc2[nH]1	-1	15	i	6	-27	11	34	-32	-1	4
Cc1noc(C)c1S(=O)(=O)N(C)CC(=O)NCc1ccccc1	.	1	i	20	7	-9	1	0	1	-3
Cc1ccc(NCc2n[nH]c(=S)n2-c2ccccc2)cc1	1	-39	i	9	-3	2	-43	-13	2	-1
CCN(CC)C(=O)CC(c1cc(OC)c(OC)c(OC)c1)c1c(OC)cc(OC)c2c(-c3ccccc3)cc(=O)oc12 (stereo unspecified)	0	13	i	17	.	.	12	-14	.	1
CC(=O)c1sc2nc(SCC(=O)N3CCCCC3)[nH]c(=O)c2c1C	8	-2	i	14	-14	-1	11	-16	3	-7
CC1(C)CC(=O)c2cc(C(=O)N3CCN(CCO)CC3)c(=O)n(-c3ccc(Cl)cc3)c2C1	1	-1	i	36	-10	3	0	1	2	2
CCOC(=O)Nc1cccc(OCC(=O)Nc2ccccc2OC)c1	-1	0	i	7	-5	-5	21	15	-2	-1
CCOc1ccc(NC(=O)c2ccc(Cl)c(NC(=O)c3ccco3)c2)cc1	0	-1	i	10	-13	-1	3	-25	-2	-2
COC(=O)c1cc(CN2CCN(c3ccccc3C)CC2)ccc1O	-1	8	i	18	-18	1	-2	14	5	-3
Nc1nc(-c2sc3nc4c(cc3c2N)CCCC4)nc(N2CCOCC2)n1	-3	-8	i	22	11	3	5	-113	2	-2
COc1ccc(-c2cccc(C3CC=CC4C3C(=O)N(Cc3ccccc3)C4c3ccc(C(F)(F)F)cc3)c2)cc1 (stereo unspecified)	-4	-2	i	4	.	.	6	35	.	0
COc1ccccc1CCNS(=O)(=O)CCNC(=O)c1ccc2c(c1)OCO2	-4	11	i	-14	.	.	22	-1	.	1
CC(C)(C)NCc1cc(Br)ccc1OC1CCCC1	1	-4	i	-2	-13	0	8	8	-3	-4
Cc1ccc(-n2c(C)cc(C)c(C#N)c2=O)cc1Cl	1	-3	i	4	8	2	3	7	-4	2
Cn1nnnc1SCC(=O)Nc1ccccc1N1CCCCC1	0	-1	i	4	-55	2	10	14	5	1
Cc1nc(NNC(=O)c2ccccc2)cc(-c2ccccc2)n1	-2	-8	i	34	-32	-2	-3	11	2	3
O=C(CC12CC3CC(C1)CC(CC(=O)NC1=NCCS1)(C3)C2)NC1=NCCS1	.	7	i	12	-4	-4	2	-9	-2	1
O=C1CCC(=O)N1CC(=O)N1CCCc2ccccc21	3	-8	i	26	0	-2	-7	0	-2	-1
CCCN(CCC)CCCNC(=O)c1cn(C)c2ccc(S(=O)(=O)N(C)C3CCCCC3)cc2c1=O	-1	-5	i	2	-1	11	-12	-1	0	-1
Cc1ccc2nc(SCC(=O)NCc3ccc(F)cc3)[nH]c2c1	2	20	i	-2	-14	6	65*	-11	3	0
Cc1cc(-n2c(C)cc(C(=S)N3CCOCC3)c2C)ccc1Br	0	10	i	3	-36	3	11	-12	1	1
Cc1cccc(C(=O)NC(CC(=O)O)c2ccc(OC3CCCC3)cc2)c1[N+](=O)[O-] (stereo unspecified)	-6	9	i	13	-13	-8	6	-34	-2	0
CCOc1ccc(CNC(=O)CCc2cn(C)c3ccccc23)cc1	-1	-2	i	17	-24	2	5	11	-5	0
CC1=NN(C(=O)c2ccc(Cl)cc2)C(O)(c2ccccc2)C1 (stereo unspecified)	-2	7	i	16	12	8	6	-6	-3	1
Cc1c(NC=C(C#N)C#N)c(=O)n(-c2ccccc2)n1C	-2	2	i	12	-25	-3	-3	15	-1	2
CC(C)[C@@H]1NC(=O)c2cc([N+](=O)[O-])cc(I)c2OCC[C@@H](C(N)=O)NC(=O)[C@H](CCC(=O)O)NC1=O	-1	-2	i	10	-23	1	0	6	0	-3
COc1cc(/C=C\C(=O)NCc2ccc3c(c2)cc(C)n3C)cc(OC)c1OC	2	10	i	13	-3	-1	41	4	-1	1
C/C(CC(=O)Nc1ccccc1Br)=N\NC(=O)C(=O)N1CCCC1	-1	5	i	16	-31	3	7	-14	5	2
CCOc1cc(NC(=S)NC)c(OCC)cc1NC(=O)c1cccs1	11	7	i	5	-1	-2	13	10	-1	-4
Cc1cccc(N2CCN(S(=O)(=O)c3c(C(=O)N4CCCCC4)c(C)n(C)c3C)CC2)c1C	0	8	i	-6	7	-2	7	20	-4	2
O=[N+]([O-])c1nn(-c2cccc(Cl)c2)n(O)c1=NCc1cccnc1	-1	12	i	51	-13	6	35	-14	8	-1
Cc1ccc(NC(=O)N(CCCN2CCOCC2)Cc2cccs2)cc1C	-1	-6	i	6	-21	6	1	5	1	3

Next entries.
SMILES	GSK3 alpha inh	HSF1 inhib	PolyA inhibitor	AI-2 QS mod	KLF5 inhibitor	IEC-6 tox	HSF1 activator	aSyn UTR inh	HSP90 inh	GSK3beta inhib
CCCSc1nsc(NC(=O)CCC)n1	-5	25	i	31	-71	10	?	-142	6	6
CCCOc1ccc2[nH]c(C(=O)N/N=C/c3cc(OC)c(OC)c(OC)c3)cc2c1	0	0	i	-3	-43	-13	3	-26	-1	-2
Cc1sc2nc(SCC(=O)Nc3ccccc3F)[nH]c(=O)c2c1C	1	3	i	26	6	9	19	-10	5	-3
COc1cccc(N2CCN(C(=O)c3ccc(N4C(=O)NC5CC4(C)Oc4ccccc45)cc3)CC2)c1 (stereo unspecified)	1	7	i	11	-35	-4	37	0	-4	5
Cc1noc(C)c1S(=O)(=O)N(C)CC(=O)Nc1ccc(F)cc1	2	6	i	21	-26	-5	-5	4	0	3
COc1cc(C(=O)/C=C/c2cccnc2)c([N+](=O)[O-])cc1OC	1	19	i	20	.	.	19	-21	.	-2
Cn1c(=O)c(C(=O)CSc2nnc(Nc3ccccc3)s2)c(N)n(Cc2ccccc2)c1=O	1	6	i	19	-6	4	22	19	7	-1
CCCCOc1ccc(Cc2c(Cl)nc(SC)nc2N2CCOCC2)cc1	-1	-6	i	10	-18	4	-2	16	5	3
